# Assay outcomes: PubChem BioAssay, Broad Institute
# PglD DTNB – blocks C. jejuni PglD acetyltransferase activity; hit rate 0.098% among 360,000; purified PglD enzyme, DTNB colorimetric CoA detection; AID 602405; inhibition, % at 12.5 µM; in the data active = inhibition above about 16%, passing the limit was not always enough; inconclusive = no clear call, values can overlap the other calls; also: strong numbers were not always called active
# EWS-Fli block – EWS/Fli transcriptional activity inhibition; A673 NR0B1-luciferase reporter, viability-normalised; inhibition, % at 12.6 µM; hit rate 0.67% among 350,000; AID 651661;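 active = mean inhibition of at least 50% after viability correction, with every replicate also passing that limit; inconclusive = mean reaches 50% but only one of two replicates passes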;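 also: firefly luciferase signal divided by Alamar Blue viability fluorescence both relative to DMSO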
# FN deposit inh – fibronectin deposition inhibition; AH1F fibroblasts, Alexa488-fibronectin deposition fluorescence, overnight; inhibition, % at 12.6 µM; hit rate 0.086% among 350,000;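 active = mean inhibition across replicates of 30% or more, regardless of how many single replicates reach that level; inconclusive = mean under 30% yet at least half of replicates reach 30%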;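 also: positive control wells lacked labelled fibronectin entirely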
#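 test system = AH1F fibroblasts assembling fluorescent fibronectin matrix | quantity = 10000 AH1F cells per well | buffer or medium = DMEM plus 2% serum, read in PBS | doses = single dose, pinned | incubation = 1 h cell attachment, overnight exposure to compound and label | detection = fluorescence at 485 nm excitation, 525 nm emission | read-out basis = inhibition from reduced deposited-fibronectin fluorescence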
# S100A4 inh HTS – inhibitors of human S100A4 binding to myosin IIA peptide; AID 652163; P26447; hit rate 0.14% among 360,000; inhibition, % at 10.7 µM; S100A4/TAMRA-MyoIIA peptide fluorescence polarization;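 active = mean inhibition of at least 70% across replicates, with every replicate also reaching that level; inconclusive = mean inhibition reaches 70% but some replicates fall short; inactive = mean inhibition below 70%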
# Target sequence (P26447 whole entry, looked up): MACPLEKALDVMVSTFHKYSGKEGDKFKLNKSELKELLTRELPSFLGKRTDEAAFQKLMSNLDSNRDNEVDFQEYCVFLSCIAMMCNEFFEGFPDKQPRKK
#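 Assay system: human S100A4 monomer with TAMRA-labelled myosin IIA peptide / Buffer or medium: Calcium-containing HEPES buffer, pH 7.2 / Reagent: TAMRA-labelled myosin IIA heavy-chain peptide probe, 5 nM / Compound: one dose per compound / Timing: polarization read 5 min after assay mix addition, stable 5–60 min / Benchmarks: neutral control DMSO, positive control TFP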
# LGR2 inh – blocks bursicon-induced cAMP signaling via Drosophila LGR2. AID 720647. inhibition, % at 9.99 µM. hit rate 0.35% among 380,000. HEK293 LGR2, CRE-luciferase, bursicon-stimulated, 4 h;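 active = drop in luminescence signal, shown as inhibition above about 50% in the replicate tests, limit read from the data, passing the limit was not always enough; inconclusive = probably only some replicates passing the limit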;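 also: agonist challenge used bursicon conditioned medium at about half maximal strength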
# PAX8 reporter – inhibitors of PAX8 transcriptional activity in RMG-I cells; hit rate 1.2% among 360,000; inhibition, % at 12.6 µM; RMG-I TPO-luciferase reporter, SteadyGlo, 24 h;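 active = mean replicate inhibition at least 60% with every replicate also reaching 60%; inconclusive = only one of the two criteria is met; inactive = mean below 60% and not all replicates reaching 60%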;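 also: luciferase light reporting Pax8 driven TPO promoter activity; plate controls were median of neutral control wells for no effect and mitoxantrone controls for full effect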
# ERAP1 inh – blocks human ERAP1 aminopeptidase activity | Q9NZ08 | recombinant ERAP1, Leu-AMC fluorescence, 60 min | inhibition, % at 10.7 µM | hit rate 0.15% among 340,000 | AID 652197;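 active = mean replicate inhibition of at least 30%, or all replicates individually reaching that 30% level; inactive = mean below 30% and not every replicate reaching it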;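 also: 0% = neutral control wells and 100% = L-leucinethiol positive control wells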
# Target sequence (Q9NZ08 whole entry, looked up): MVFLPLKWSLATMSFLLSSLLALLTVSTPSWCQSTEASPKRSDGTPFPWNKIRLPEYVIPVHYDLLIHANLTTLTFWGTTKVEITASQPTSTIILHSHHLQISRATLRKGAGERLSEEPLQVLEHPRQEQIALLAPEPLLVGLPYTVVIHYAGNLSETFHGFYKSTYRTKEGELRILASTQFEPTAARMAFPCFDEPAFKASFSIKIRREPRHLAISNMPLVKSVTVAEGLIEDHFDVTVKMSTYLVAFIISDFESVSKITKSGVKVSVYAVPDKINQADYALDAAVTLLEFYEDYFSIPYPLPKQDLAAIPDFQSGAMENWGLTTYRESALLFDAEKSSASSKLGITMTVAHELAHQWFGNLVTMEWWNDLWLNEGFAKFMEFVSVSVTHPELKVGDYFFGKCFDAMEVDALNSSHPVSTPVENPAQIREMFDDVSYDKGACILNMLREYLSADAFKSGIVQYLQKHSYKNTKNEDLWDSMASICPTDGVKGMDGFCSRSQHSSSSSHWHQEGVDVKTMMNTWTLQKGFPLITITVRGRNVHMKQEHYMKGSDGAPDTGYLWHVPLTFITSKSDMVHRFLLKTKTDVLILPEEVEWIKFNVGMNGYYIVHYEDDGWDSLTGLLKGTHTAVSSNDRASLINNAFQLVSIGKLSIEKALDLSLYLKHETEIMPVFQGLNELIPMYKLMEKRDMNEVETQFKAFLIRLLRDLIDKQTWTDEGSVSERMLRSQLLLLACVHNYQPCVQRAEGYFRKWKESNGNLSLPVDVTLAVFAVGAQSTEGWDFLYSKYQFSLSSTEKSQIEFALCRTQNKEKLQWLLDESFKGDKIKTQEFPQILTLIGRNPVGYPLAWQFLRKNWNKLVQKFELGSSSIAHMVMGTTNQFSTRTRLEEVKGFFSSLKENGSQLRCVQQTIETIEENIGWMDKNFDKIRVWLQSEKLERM
# PGC1a acetyl inh – lowers PGC1a acetylation signal in U2OS cells. AlphaScreen anti-acetyl-lysine; with virally co-expressed GCN5 acetyltransferase. inhibition, % at 15.6 µM. hit rate 0.17% among 350,000;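 active = every replicate shows inhibition of at least 40%; inconclusive = mean inhibition at least 40% but some replicate below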;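 also: 0% = neutral control wells and 100% = positive control wells; some results beyond the cut were filed as inactive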
# Starred values were filed as active, the others as inactive; u = inconclusive; x = no result given; & = joins results of further samples. Rows were taken by chance; 2.1% or so of the library scored in one or more.
molecule,PglD DTNB,EWS-Fli block,FN deposit inh,S100A4 inh HTS,LGR2 inh,PAX8 reporter,ERAP1 inh,PGC1a acetyl inh
COC(=O)C[C@H]1CC[C@H]2[C@@H](COC[C@@H](O)CN2S(=O)(=O)c2ccccc2C)O1,2,-34,-6,-5,9,4,-2,-5
COC(=O)C1CCN(C(=O)COC(=O)CC(NC(N)=O)c2ccc(Cl)cc2)CC1 (stereo not given),1,x,11,x,x,-5,x,1
c1ccc(-c2ccc(C3[C@@H]4CN(Cc5cccnc5)C[C@H]3N4)cc2)cc1 (stereo not given in full),x,4&7,-10&-5,x,7&28,-19&-18,x,-46&-8
CCCNC(=O)N1CC2(C1)[C@H](c1ccccc1)[C@H](CO)N2C(=O)C1CCCC1,x,7,1,0,-1,x,-3,-2
COc1ccc(S(=O)(=O)CC2(O)CCN(C(=O)CC(C)C)CC2)cc1,0,-3,3,3,-3,-6,0,1
CN(C)C(=O)[C@@H]1[C@@H](CO)[C@@H]2Cn3c(ccc(C4=CCCC4)c3=O)[C@H]1N2C(=O)Nc1ccccc1,5,0,x,-2,7,x,0,x
CSc1ncccc1C(=O)OCC(=O)N(CC(C)C)C1CCS(=O)(=O)C1 (stereo not given),-2,x,-5,x,x,-12,x,3
O=C(CN1CCOCC1)N1CC[C@@H]2[C@H](CO)Nc3ccc(Br)cc3[C@@H]21,-4,-42,3,x,-32,-12,x,2
O=C(NCC(c1cccnc1)N1CCOCC1)NC1CCCCC1 (stereo not given),x,2,x,0,-1,21,12,3
COc1ccc(CN2CCCC(C(=O)N3CCCCC3)C2)cc1 (stereo not given),4,3,5,-9,5,21,-8,6
COCCN1CCN(C(=O)C2CCC(=O)N(Cc3ccccc3OC)C2)CC1 (stereo not given),6,x,9,0,-7,-44,-1,x
CC(C)C#Cc1ccc([C@H]2[C@H](CO)N3CCCCN(C(=O)Nc4ccccc4)C[C@@H]23)cc1,3,9,x,6,9,50,8,-6
O=C(CCn1c(=O)oc2ccccc21)NCc1ccco1,-4,-8,1,-7,-9,x,0,-15
COc1ccccc1NC(=O)N[C@@H]1CC[C@H](CC(=O)N[C@H](C)c2ccccc2)O[C@@H]1CO,-1,-5,-5,1,-21,3,1,-2
CCC(=O)N1CC2(CN(Cc3ccc(F)cc3)C2)c2c(n(C)c3cc(OC)ccc23)[C@H]1CO,x,-3,6,-5,-7,x,1,2
CC(=O)c1ccc(NC(=O)C[n+]2cccc(C)c2)cc1,3,-1,2,-7,x,22,7,x
COCc1cn(CC(=O)c2sc(NC(=O)C(C)(C)C)nc2C)nn1,x,2,-9,-1,4,-5,2,x
CSc1ccc(C(=O)C2CCCN(C(=O)c3ccc4c(c3)no[n+]4[O-])C2)cc1 (stereo not given),-1,-8,-1,-3,-6,11,-4,11
O=[N+]([O-])c1ccc(/C=N/n2c(COc3ccccc3)n[nH]c2=S)cc1,5,x,-1,x,x,13,x,-5
Cc1csc(NC(=O)c2ccc(N3CCCC3=O)cc2)n1,x,47,0,-3,90*,51,1,x

# Continued:
molecule,PglD DTNB,EWS-Fli block,FN deposit inh,S100A4 inh HTS,LGR2 inh,PAX8 reporter,ERAP1 inh,PGC1a acetyl inh
Cc1ccc(C(C)C)cc1OCC(=O)NC1CCCCCCC1,5,13,-7,0,12,-3,0,x
C[C@H](O)C#Cc1cnc2c(c1)C(=O)N([C@H](C)CO)C[C@H](C)[C@H](CN(C)Cc1cccc(F)c1)O2,-3,11,1,1,-24,x,-2,-3
O=C(CCc1nc2ccccc2c(=O)[nH]1)OCC(=O)N1CCc2ccccc21,x,-14,-10,4,18,4,3,u
CCOC(CN=c1nc(N(C)C)ss1)OCC,x,1,-1,-4,9,6,-2,7
CCOc1ccc(OCC)c(NC(=O)C2CCCN(c3nc(C)cc(C)n3)C2)c1 (stereo not given),x,8,x,0,x,x,-2,5
CN(CC(=O)NC1CCCCC1)S(=O)(=O)c1ccc2c(c1)c(=O)n(C)c(=O)n2C,9,x,2,0,-5,2,4,13
COc1cc(/C=N/n2c(C3CCCCC3)n[nH]c2=S)cc(OC)c1O,2,0,-7,-4,-8,-16,4,-5
CC(=O)C1=CCC(c2cccc(Cl)c2)N(S(=O)(=O)c2ccc(C)cc2)C1 (stereo not given),1,-8,2,3,-7,16,7,-9
COc1cccc(S(=O)(=O)N2CCN(c3ccccc3F)CC2)c1,-5,x,2,x,x,-6,x,-28
Cc1c(Cl)cnc(NC(=O)COC(=O)[C@H](C)NC(=O)c2ccccc2)c1Cl,4,-2,8,1,6,-5,-4,x
Cc1ccc(S(=O)(=O)Nc2ccc3c(c2)C(=O)N([C@H](C)CO)C[C@H](C)[C@@H](CN(C)Cc2ccc(C(=O)Nc4ccccc4N)cc2)O3)cc1,x,-9,x,-2,-2,12,-1,-3
CSc1ccccc1C(=O)NCc1ccc(C)cc1,x,0,x,-4,15,20,6,4
COc1ccccc1OCC(=O)NCCS(=O)(=O)N1CCN(c2ccccc2)CC1,1,-5,5,1,-3,x,0,x
Cc1cc(=O)oc2cc(OC(C)C(=O)Nc3ccc(C(N)=O)cc3)ccc12 (stereo not given),1,-3,-1,-18,x,2,1,1
COc1cc(C=NN=c2sc3ccccc3n2C)ccc1OCCO,x,-158,9,u,-94,-188,3,x
CCOC(=O)c1c(NC(=O)CSC(=S)N(C)C)sc(C)c1C,x,-12,-11,2,2,1,18,x
CCOc1cc(C2NC(=O)NC2=O)ccc1O (stereo not given),x,13,4,-2,15,6,-3,x
CCC1C(=O)Nc2ccccc2N1C(=O)c1ccc(Cl)nc1 (stereo not given),x,1,-2,-2,-19,-9,-1,x
CCOC(=O)c1cc([N+](=O)[O-])sc1NC(=O)c1ccc(S(=O)(=O)N2CC3(C)CC2CC(C)(C)C3)cc1 (stereo not given),x,9,-4,17,x,27,0,-6
C=CCN=C1NC(c2ccccc2)C(C(=O)OC)=C(C)N1Cc1ccc(C(F)(F)F)cc1 (stereo not given),x,27,16,0,5,20,2,x

# The list goes on.
molecule,PglD DTNB,EWS-Fli block,FN deposit inh,S100A4 inh HTS,LGR2 inh,PAX8 reporter,ERAP1 inh,PGC1a acetyl inh
CN(CC(=O)Nc1ccccc1Cl)CC(=O)Nc1cccc2ccccc12,2,-1,0,1,-12,13,-3,2
O=C1O[C@@H](c2ccccc2)[C@@H](c2ccccc2)N2[C@@H](c3ccc(O)cc3)[C@]3(C(=O)Nc4ccc(C#CCCO)cc43)[C@@H](C(=O)NC[C@H](O)c3ccccc3)[C@H]12,0,-5,x,-5,x,x,-2,-9
C[C@H](CO)N1C[C@H](C)[C@H](CN(C)CC2CC2)Oc2cc(C#CCN(C)C)ccc2S1(=O)=O,3,-5,3,-5,-11,x,2,-12
CCc1nnc(NC(=O)CSc2nnc(Cc3cccn3C)n2CCOC)s1,-3,2,-2,10,0,-27,9,-11
N[C@@H](Cc1ccc(O)cc1)c1nnc([C@H](CCC(=O)O)NC(=O)C2CCNCC2)o1,2,-10,-6,-4,4,2,1,3
O=C(c1ccc(SCc2cccc(Br)c2)c([N+](=O)[O-])c1)N1CCN(c2ccccn2)CC1,x,-3,1,-8,29,5,-2,x
CCCCc1nn(-c2cc(Cl)ccc2OC)c2c1C(=O)CC(C)(C)C2,-3,4,-7,-3,10,1,4,-17
N#CCCN(C(=O)CSc1nc2ccccc2c(=O)[nH]1)c1ccc(F)cc1,0,-4,5,-3,0,12,1,4
Cc1ccc(NC(=O)CCS(=O)(=O)c2ccc3nc(C)sc3c2)c(C)c1,-6,-2,0,-4,2,3,2,x
COc1ccc(NC(=S)N2CCN(S(=O)(=O)c3ccc(F)cc3)CC2)cc1OC,1,3,13,5,20,2,4,0
COCCn1c(SCC(=O)Nc2cccc(OC)c2)nnc1-c1ccccc1,-3,-6,x,1,1,x,-5,3
O=C(CCCNC(=O)c1ccc(Cl)cc1)Nc1ccc(Br)cc1,1,0,0,1,-5,-6,-1,x
O=c1[nH]c(-c2ccc(-c3cccc(Cl)c3)o2)nc2ccccc12,2,-88,2,2,-91,-153,x,-1
Nc1ncnc2c1ncn2[C@@H]1O[C@H](C(=O)N[C@H]2c3ccccc3C[C@H]2O)[C@@H](O)[C@H]1O,4,6,4,1,10,-3,3,-11
Cn1ccc2c(-c3cccnc3)cc3c(c21)C1CCC3C1 (stereo not given),1,-2,15,0,13,-26,13,6
C[C@@H]1CCCCO[C@H](CN(C)Cc2ccc(C(=O)O)cc2)[C@@H](C)CN([C@H](C)CO)C(=O)c2cc(NS(=O)(=O)c3ccc(F)cc3)ccc2O1,-3,-14,x,9,24,-4,0,6
Cc1ccc(NC(=O)Nc2ccc3c(c2)C(=O)N(C)[C@@H]2CC[C@@H](CC(=O)O)O[C@@H]2CO3)cc1,1,-4,2,-6,10,-15,3,4
Cc1occc1-c1nnc(SCC(=O)N(C)c2ccccc2)n1C,0,-2,2,0,3,1,-2,x
COc1ccc2c(-c3ccccc3)cc(SC(C)C(N)=O)nc2c1 (stereo not given),-2,2,-11,1,19,-23,0,-12
COc1cccc(-c2cnc(C(O)c3ccc(Cl)cc3)[nH]2)c1 (stereo not given),-4,-23,9,1,x,-65,3,-13

# Record cards, as listed above. Order of screens: PglD DTNB, EWS-Fli block, FN deposit inh, S100A4 inh HTS, LGR2 inh, PAX8 reporter, ERAP1 inh, PGC1a acetyl inh
# Cc1occc1-c1nnc(SCC(=O)N(C)c2ccccc2)n1C is listed as 0, -2, 2, 0, 3, 1, -2, x
# CCCCc1nn(-c2cc(Cl)ccc2OC)c2c1C(=O)CC(C)(C)C2 is listed as -3, 4, -7, -3, 10, 1, 4, -17

# Going on with the list.
molecule,PglD DTNB,EWS-Fli block,FN deposit inh,S100A4 inh HTS,LGR2 inh,PAX8 reporter,ERAP1 inh,PGC1a acetyl inh
COCc1cn(CC[C@@H]2CC[C@@H](NC(=O)Nc3ccc(C(F)(F)F)cc3)[C@@H](CO)O2)nn1,3,x,3,5,12,x,2,2
COc1ccc(OC)c(NC(=O)Nc2cccc(Cn3cccn3)c2)c1,4,x,9,x,x,-3,x,-1
Cc1ccccc1N1C(=O)C2CCCN2C1=S (stereo not given),7,4,0,12,1,0,-2,-1
COc1cc(SC)ccc1C(=O)N(CC(=O)Nc1ccccc1Br)Cc1ccco1,-1,-1,-10,-5,-3,12,1,x
CCC(CO)Oc1cc(NC(=O)c2ccc(OC)cc2)c2ncn(C(C)C)c2c1 (stereo not given),1&-8,5,5,10,11,14,0,-1
COc1ccc(S(=O)(=O)Nc2ccc3c(c2)C(=O)N([C@@H](C)CO)C[C@@H](C)[C@H](CN(C)C(=O)c2ccccc2)OCCCC[C@@H](C)O3)cc1,-1,1,-1,-8,8,-9,2,x
CCCCn1c(N)c(N(CC(C)C)C(=O)c2cccc(S(=O)(=O)N(C)c3ccc(C)cc3)c2)c(=O)[nH]c1=O,-5,0,-7,0,-4,-2,3,5
CC1(C)Oc2ccc(C(=O)NN)cc2NC1=O,x,-6,-4,-8,5,0,0,x
O=C(NC(=S)NC1CCSC1=O)c1ccc([N+](=O)[O-])cc1 (stereo not given),4,-2,-10,-3,4,x,3,x
Cn1nc(C(=O)OCC(=O)Nc2ccc(C(N)=O)cc2)c2ccccc2c1=O,-4,2,16,-1,4,6,0,0
